# HepG2 tox – qHTS for Inhibitors of TGF-b: Cytotox Counterscreen. AID 588856, 2011. 0.76% of 410,000 active. Potency, µM (highest dose often 46.1 µM), for the others: at the top dose activity change, negative = cytotoxicity, actives largely listed as cytotoxic. HepG2 CAGA-GFP viability, ATP luminescence, 18 h; note: potency is the fitted concentration of half-maximal effect; some results filed as inactive show a strong effect at the top dose
#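 HepG2 CAGA-GFP cells (1000/well, DMEM with 1% FBS) received compound, then TGF-beta at 500 pg/mL final, and were incubated 18 hours at 37 degrees C. Viability was read by CellTiter-Glo luminescence. Media-only wells were set as complete cell-killing and DMSO as no toxicity.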
# A549 viability – Nrf2 qHTS screen for inhibitors: counterscreen for cytotoxicity | 0.16% of 390,000 active | Potency, µM (titrated, usually from 46 µM), inactives show at the top dose activity change, negative = cytotoxicity, hits mostly inhibitors | A549 ARE-Fluc cells, CellTiter-Fluor viability, 18-24 h | AID 504648, 2011; note: potency is the fitted concentration of half-maximal effect; % is set by controls: 0 for no effect and ±100 for the full control effect
#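 A549 ARE_Fluc cells in 5% FBS OPTI-MEM were exposed to compounds in concentration-response for 18-24 h at 37 deg C. Viability was read by CellTiter-Fluor fluorescence (Ex 405/Em 525) after 30 min, before the luciferase read.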
# IL1B secr inh – qHTS for Inhibitors of Inflammasome Signaling: IL-1-beta AlphaLISA Primary Screen | THP-1 LPS/ATP IL-1B secretion, AlphaLISA, 16 h; active compounds read low | activity change, % at 57.5 µM | 4.7% of 360,000 active | AID 743279, 2014; in the data active = activity change below about -50%; inconclusive = mostly about -30% to -49%; note: % is set by controls: 0 for no effect and ±100 for the full control effect
#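 Secreted IL-1B measured by AlphaLISA bead assay after 16 h compound exposure of THP-1 cells; compounds (final up to 57.5 uM) added 1 h before LPS (250 ng/mL) and ATP (1.25 mM) stimulation; lower signal means less secretion.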
# Nrf2 ARE act – qHTS of Nrf2 Activators; 0.31% of 410,000 active; AID 624171, 2012; Potency, µM (doses to about 46.1 µM), without a hit: at the highest dose activation, most hits filed as activators; AREc32 ARE-luciferase reporter (MCF7-derived line), luminescence, 24 h; note: potency is the fitted concentration of half-maximal effect; % of control where 0% means no effect; nearly all actives have a fitted effect of over 65% in size
#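 ARE-driven firefly luciferase activity in AREc32 cells measured after a 24 hr compound exposure at 37 deg C, using Steady-Glo reagent and a 30 min room-temperature hold.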
# ATXN2 expr inh – Primary qHTS for Inhibitors of ATXN expression. Potency, µM (highest dose often 57 µM), without a hit: top-dose activity change, negative = inhibition, hits mostly inhibitors. HEK-293 ATXN2-luciferase reporter, luminescence, 24 h. AID 1745845, 2022. 0.72% of 360,000 active; note: potency is the fitted concentration of half-maximal effect; % is set by controls: 0 for no effect and ±100 for the full control effect; nearly all actives have a fitted effect of over 55% in size
#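 qHTS (up to 57 uM final) was run with 24 h compound exposure of reporter cells at 37 °C. Each well was multiplexed: SteadyGlo luminescence measured ATXN2-luciferase expression after a fluorogenic Gly-Phe-AFC viability readout (25 uM final).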
# TGFb SMAD3 inh – qHTS for Inhibitors of TGF-b. 1.2% of 410,000 active. HepG2 CAGA-GFP TGF-b/SMAD3 reporter, GFP fluorescence, 18 h; TGF-beta stimulated, 500 pg/mL final. Potency, µM (titrated, usually from 46.1 µM), inactives show top-dose activity, negative = inhibition, most hits filed as inhibitors; note: potency is the fitted concentration of half-maximal effect; % is set by controls: 0 for no effect and ±100 for the full control effect; nearly all actives have a fitted effect of over 65% in size
#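 HEPG2 CAGA-GFP, 1000 cells/well; 2 h settle, 37 C; cpd via pin tool; TGF-b 500 pg/mL final; 18 h, 37 C; GFP imaging ex488/em500-530; %Activity normalised to -TGF-b and +DMSO controls; CRC fit, curve class.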
# Nrf2 inh – Nrf2 qHTS screen for inhibitors; A549 ARE-Fluc reporter, luciferase luminescence, 18-24 h; Potency, µM (titrated, usually from 46 µM), for inactives: at the top dose activity change, negative = inhibition, usual class: inhibitors; 2.1% of 360,000 active; note: potency is the fitted concentration of half-maximal effect; % is set by controls: 0 for no effect and ±100 for the full control effect; nearly all actives have a fitted effect of over 60% in size
#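 Nrf2 activity is the BugLite luminescence, read 15 min after reagent at room temperature, following CellTiter-Fluor cytotoxicity readout (30 min, 37C). Compound titrations were applied for 18-24 h to 5000 A549 ARE_Fluc cells/well in 5% FBS OPTI-MEM.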
# S2 tox – Viability Counterscreen for Primary qHTS for Inhibitors of ATXN expression | Potency, µM (titrated, usually from 56.7 µM), usual class: cytotoxic | 0.49% of 400,000 active | S2 cells (HEK-293 line with an ATXN2-luciferase reporter) viability, CellTiter-Fluor protease fluorescence, 24 h; note: potency is the fitted concentration of half-maximal effect; nearly all actives have a fitted effect of over 40% in size
# MCF10A rereplic – A quantitative high throughput screen for small molecules that induce DNA re-replication in MCF 10a normal breast cells; MCF 10A DNA re-replication, Hoechst nuclear intensity, 48 h; Potency, µM (series often up to 46.1 µM), without a hit: at the highest dose activity, positive = re-replication, most hits filed as activators; 2.9% of 350,000 active; AID 624296, 2012; note: potency is the fitted concentration of half-maximal effect; % of control where 0% means no effect; nearly all actives have a fitted effect of over 50% in size
# * marks the source's active call; other numbers are inactive results; i = inactive; ? = inconclusive; . = not tested or not shown; [ ] = another dose, or the depositor's remark. Unless noted, calls come from the whole dose curve; as a rule, active = well fitted curve in the direction sought with a large enough effect; inconclusive = small, poorly fitted or top-dose-only effect, or another doubt; inactive = no such curve, though single readings can be large; an effect the other way counts as inactive or inconclusive.
SMILES,HepG2 tox,A549 viability,IL1B secr inh,Nrf2 ARE act,ATXN2 expr inh,TGFb SMAD3 inh,Nrf2 inh,S2 tox,MCF10A rereplic
COc1cc(NC(=O)c2cc(-c3cc(F)ccc3OC(C)C)n[nH]2)cc(OC)c1OC,-12.2%,.,?,-0.9%,?,9.2%,.,?,.
C/C(N)=C(/C#N)C(=O)COC(=O)CC12CC3CC(CC(C3)C1)C2,-31.1%,-8.4%,17.4,0.0%,-8.2%,2.1%,?,i,14.8%
Cc1ccc(NC(=O)c2ncn(CCCN[C@H](C)c3cccc4ccccc34)n2)cc1C,-102.5%,-1.1%,-3.7,3.2%,?,?,1.7%,22.4µM*,?
COc1ccc(C(=O)Nc2ccc(N3CCN(C)CC3)cc2)cc1OC,-1.8%,1.2%,-80.6*,2.1%,22.1%,0.7%,-1.2%,i,1.6%
CC1(c2nnc(-c3cccc(Cl)c3)o2)CC(c2ccccc2F)=NO1 (stereo not given),-3.9%,13.0%,-12.1,0.0%,9.6%,?,?,i,-6.8%
CSc1ccccc1NC(=O)C1CC(c2c(F)cccc2Cl)=NO1 (stereo not given),-15.4%,5.9%,69.7,0.4%,23.8%,-19.0%,15.8%,i,14.6%
COc1ccccc1N=c1oc2cc(O)ccc2cc1C(=O)NCC1CCCO1 (stereo not given),-24.0%,.,-0.8,2.4%,-13.2%,1.9%,?,i,7.2%
CN(C)c1ccc(-c2ccnc3c2CC(C)(C(=O)Nc2ccc(F)c(Cl)c2)O3)cc1 (stereo not given),-20.6%,.,23.1,0.1%,-2.9%,?,.,i,.
CC(OC(=O)c1cc(Br)ccc1O)C(=O)NC1(C#N)CCCCC1 (stereo not given),-5.0%,-2.6%,8.1,-0.6%,-0.6%,?,13.4%,i,9.8%
O=C(CSc1nc(=O)n2ccccc2n1)NCCc1ccccc1,2.2%,5.8%,24.9,4.1%,14.9%,4.4%,5.6%,i,5.3%
Cc1ccc2nc(CC(O)(c3ccccc3)c3ccccc3)ccc2c1,-27.5%,.,35.0,-0.8%,.,-7.9%,.,i,.
CC1CCN(C(=O)NC(=O)c2ccccc2)CC1,-0.6%,5.0%,-9.6,5.1%,7.2%,-2.8%,-17.9%,i,9.7%
O=C(NNc1c2ccccc2nc2ccccc12)C(O)c1ccccc1 (stereo not given),-4.8%,?,?,2.1%,.,-3.7%,-29.0%,?,22.8%
COC(=O)c1[nH]c2ccc(Cl)cc2c1NC(=O)CCN1CCN(C2CCCCC2)CC1,-38.9%,-22.8%,-20.3,6.5%,-11.5%,-18.8%,4.1%,?,20.5%
COc1ccc(F)cc1S(=O)(=O)Nc1ccc2c(c1)OCCO2,-6.1%,1.2%,29.3,-1.2%,-7.9%,-1.3%,-16.9%,i,3.9%
CCCCc1cc(=O)oc2cc(OCc3cc(OC)c(OC)c(OC)c3)c(Cl)cc12,-14.7%,-6.6%,18.2,0.3%,-32.5%,13.3%,-23.1%,i,10µM*
CN(C)S(=O)(=O)c1ccc(C(=O)Nc2ccc(CCC(=O)N3CCCC3)cc2)cc1,-1.5%,-1.5%,26.3,-0.4%,6.0%,-2.6%,6.5%,i,10.3%
Cc1cc(C)nc(SCc2cc(=O)c(OC(=O)c3cccc([N+](=O)[O-])c3)co2)n1,5.9%,-9.1%,-5.4,-0.5%,-2.0%,-0.3%,4.1%,i,0.3%
CCCCOc1ccc(C(=O)O)cc1,-2.0%,0.6%,8.6,-0.1%,6.2%,12.9%,9.1%,i,-0.6%
COc1ccccc1N1CCN(C2CCCN(C(=O)c3cc(C4CC4)on3)C2)CC1 (stereo not given),2.4%,-1.7%,31.3,0.0%,-11.0%,-8.8%,-2.0%,i,5.3%
CCn1c(=O)cc(SCC(=O)N2CCN(Cc3ccc4c(c3)OCO4)CC2)c2ccccc21,-28.1%,9.5%,?,12.5%,25.0%,-18.3%,?,i,?
Cn1c2c(c(=O)n(C)c1=O)C(CC(=O)Nc1ccccc1F)C(=O)N2 (stereo not given),-6.4%,3.7%,.,0.7%,7.9%,4.3%,4.0%,i,4.2%
N#C/C(=N\Nc1ccc(S(=O)(=O)N2CCCCCC2)cc1)C(N)=S,-31.7%,?,-23.8,11.7%,-13.2%,?,?,i,0.5%
COC(=O)C1=C(C(=O)OC)C2C=CC1C1C(OC(C)=O)C(OC(C)=O)C21 (stereo not given),-8.8%,.,12.9,-0.5%,.,4.3%,.,i,.
CCCCCCC(C)n1[nH]c(=O)c2c(C)cc(C)nc21 (stereo not given),-11.3%,9.3%,44.7,-0.3%,-7.9%,-5.3%,0.3%,i,?
Cc1ccc(NS(=O)(=O)c2ccc(NC(=O)N3CCCC3)cc2)cc1C,-3.6%,12.9%,.,0.3%,0.9%,-13.6%,.,i,.
CCOC(=O)c1c(NC(=S)NNS(=O)(=O)c2ccc(Br)cc2)sc2c1CCCCC2,-21.2%,1.0%,21.7,2.5%,-2.1%,-23.3%,-7.4%,i,12.8%
COc1ccccc1N(CC(=O)NC1CCCCC1)C(=O)c1csnn1,-2.7%,-13.0%,0.1,-0.7%,1.0%,-9.7%,-23.8%,i,?
CCCc1ccc2oc(C(=O)NCCc3nc(C(=O)OCC)cs3)c(C)c2c1,-24.7%,-0.2%,i,0.7%,-18.8%,0.0%,4.2%,i,?
NC(=O)c1ccc(NC(=O)CCC(=O)c2cccs2)cc1,3.9%,-2.5%,10.2,-0.1%,5.3%,11.3%,3.1%,i,-8.1%
O=C(Cc1cccc(NC(=O)C2CCN(C(=O)C3CCCCC3)CC2)c1)Nc1cccc(C(=O)N2CCOCC2)c1,10.3%,10.6%,-6.7,2.8%,-1.8%,-7.7%,2.0%,i,?
CCOC(=O)C1=C(COC(=O)CCOc2cc(C)ccc2C)NC(=O)NC1C (stereo not given),-21.5%,3.0%,4.8,2.7%,.,-1.1%,7.5%,i,15.3%
O=C(O)CSc1nc2ccc(C(=O)c3ccccc3)cc2[nH]1,13.1%,3.9%,-2.9,-0.4%,-3.7%,-13.9%,2.1%,i,2.9%
COc1ccc(Br)cc1CN(C)CC(=O)NCCc1ccccc1,-27.6%,-0.6%,-12.7,-0.1%,-10.0%,-7.2%,2.0%,i,9.6%
CC(CN1CCCCC1)OC(=O)C(C)(c1ccccc1)c1ccccc1 (stereo not given),-40.5%,4.6%,-19.6,3.9%,17.3%,-3.5%,?,?,?
CC(=O)c1ccc(N2CCN(C(=O)Nc3ccc(F)cc3F)CC2)cc1,-11.0%,0.0%,-10.4,-0.1%,-3.4%[11.3 µM],-19.9%,?,i,3.4%
Cc1cccc(C)c1OCC(=O)OCC(=O)c1ccc2c(c1)NC(=O)CO2,-22.6%,-1.0%,20.9,-0.8%,4.1%,2.0%,14.3%,i,-9.8%
CCCc1cc(=O)n2[nH]c(NCc3ccc(CC)cc3)nc2n1,-12.3%,7.8%,.,0.2%,-4.1%,-7.3%,-8.2%,i,.
COc1ccc(S(=O)(=O)N(C)CC(=O)NCc2ccco2)cc1Cl,17.1%,1.2%,-7.6,2.6%,0.0%,-0.7%,-11.9%,i,2.6%
COc1cccc(NC(=O)CN(C)C(=O)Cc2ccc3c(c2)OCCO3)c1,2.3%,-1.4%,17.9,-0.4%,3.8%,13.7%,7.1%,?,0.2%
CC(=O)c1c(Nc2cccc(F)c2)oc(C)cc1=O,-4.3%,-1.6%,-4.3,-0.2%,8.8%,2.4%,6.8%,i,-20.6%
COc1ccc(CCC(C)N2CCOCC2)cc1 (stereo not given),7.2%,4.4%,37.5,0.2%,0.3%,11.9%,11.4%,i,?
C=CCn1c(CNS(=O)(=O)c2ccc(F)cc2)n[nH]c1=S,-1.4%,-6.4%,6.3,-0.4%,2.2%,0.0%,-14.5%,i,0.5%
CC1(C)NC(=O)N(CCCCSc2ccc(Cl)cc2)C1=O,-27.4%,8.1%,-12.1,2.5%,9.8%,?,-19.9%,i,10.6%
O=C(COC(=O)C1COc2ccccc2O1)Nc1ccc2c(c1)CCC2 (stereo not given),0.2%,-11.3%,-5.5,-0.4%,3.9%,?,1.7%,i,-1.2%

# In another format: four of the compounds above.
Compound: C=CCn1c(CNS(=O)(=O)c2ccc(F)cc2)n[nH]c1=S
  HepG2 tox: -1.4%; A549 viability: -6.4%; IL1B secr inh: 6.3; Nrf2 ARE act: -0.4%; ATXN2 expr inh: 2.2%; TGFb SMAD3 inh: 0.0%; Nrf2 inh: -14.5%; S2 tox: i; MCF10A rereplic: 0.5%

Compound: O=C(O)CSc1nc2ccc(C(=O)c3ccccc3)cc2[nH]1
  HepG2 tox: 13.1%; A549 viability: 3.9%; IL1B secr inh: -2.9; Nrf2 ARE act: -0.4%; ATXN2 expr inh: -3.7%; TGFb SMAD3 inh: -13.9%; Nrf2 inh: 2.1%; S2 tox: i; MCF10A rereplic: 2.9%

Compound: CC(=O)c1ccc(N2CCN(C(=O)Nc3ccc(F)cc3F)CC2)cc1
  HepG2 tox: -11.0%; A549 viability: 0.0%; IL1B secr inh: -10.4; Nrf2 ARE act: -0.1%; ATXN2 expr inh: -3.4%[11.3 µM]; TGFb SMAD3 inh: -19.9%; Nrf2 inh: ?; S2 tox: i; MCF10A rereplic: 3.4%

Compound: CC1(C)NC(=O)N(CCCCSc2ccc(Cl)cc2)C1=O
  HepG2 tox: -27.4%; A549 viability: 8.1%; IL1B secr inh: -12.1; Nrf2 ARE act: 2.5%; ATXN2 expr inh: 9.8%; TGFb SMAD3 inh: ?; Nrf2 inh: -19.9%; S2 tox: i; MCF10A rereplic: 10.6%

# Source: PubChem BioAssay (National Center for Advancing Translational Sciences (NCATS))

# Compounds were not picked by outcome; about 8.8% have a hit in one of these screens.
